Screens deposited in PubChem BioAssay by several laboratories.
Runt-CBFb FRET: inhibitors of human RUNX1 Runt domain binding to CBFb. Q01196+Q13951. Cerulean-Runt/Venus-CBFb FRET ratio 530/480, 1 h. inhibition, % at 20 µM. hit rate 0.46% among 220,000. AID 1496;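 active = inhibition over about 50% at 20 µM in the single-dose screen, limit read from the data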;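 note: 0% = DMSO wells and 100% = excess unlabeled CBFb competitor control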
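test system = Cerulean-Runt domain fusion protein, energy donor | probe or stimulus = Venus-CBFb binding partner, 100 nM | incubation = two 1 h room-temperature incubations shielded from light | detection = fluorescence energy transfer, 422 nm excitation, 530/480 nm emission | measure = loss of energy transfer signal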
Runt-SMMHC FRET: inhibitors of human RUNX1 Runt domain binding to CBFb-SMMHC; Q01196+Q13951; Cerulean-Runt/Venus-CBFb-SMMHC FRET ratio 530/480, 1 h; inhibition, % at 20 µM; hit rate 0.74% among 220,000;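 active = mean inhibition across duplicate retests at 20 µM reaching about 50%, limit read from the data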;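 note: 0% = DMSO wells and 100% = wells with excess untagged CBFb-SMMHC; inhibitors lower the FRET ratio by blocking Runt binding to CBFb-SMMHC; some results filed as inactive read as strong as hits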
Tb hexokinase: blocks Trypanosoma brucei hexokinase 1 activity; hit rate 0.11% among 220,000; recombinant TbHK1, G6PDH-coupled NADH A340; inhibition, % at 10 µM; AID 1430;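 active = inhibition of 50% or more in the single-dose primary screen; inactive = inhibition below 50%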
14-3-3 Bad PPI: disrupts binding of bovine 14-3-3 zeta to phospho-Bad peptide; hit rate 0.71% among 220,000; inhibition, % at 21.7 µM; P63103; TR-FRET 14-3-3zeta/Dy647-pBad peptide displacement, 1 h;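 active = inhibition above about 70%, limit read from the data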;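 note: 0% = full 14-3-3 plus peptide FRET controls and 100% = background without 14-3-3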
Target sequence (P63103 whole entry, looked up): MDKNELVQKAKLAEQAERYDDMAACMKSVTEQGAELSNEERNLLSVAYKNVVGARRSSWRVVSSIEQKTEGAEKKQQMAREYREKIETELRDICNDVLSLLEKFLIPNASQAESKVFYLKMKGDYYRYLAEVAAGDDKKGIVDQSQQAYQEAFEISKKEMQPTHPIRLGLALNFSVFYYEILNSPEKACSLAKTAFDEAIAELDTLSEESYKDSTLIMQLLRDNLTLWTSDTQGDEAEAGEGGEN
MDM2 E3 inh: inhibitors of human Mdm2 E3 ubiquitin ligase | AID 1230 | signal enhancement, % at 5 µM | cell-based MDM2 ubiquitination luciferase reporter, 2 h; 0 = plate control, 100 = twice control, blank-subtracted | hit rate 0.11% among 210,000;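 active = signal enhancement of 30% or more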;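 note: luminescence tracks abundance of the self-degrading MDM2-luciferase fusion protein; higher signal means inhibition of MDM2 E3 ligase activity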
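Test system: mammalian cells stably expressing self-ubiquitinating, self-degrading MDM2 E3–luciferase fusion; Amount: 2000 cells in each well; Medium: DMEM; Schedule: 4 h settle plus 2 h compound, 37 °C; Technique: SteadyLite luciferase luminescence after 15 min room-temperature reagent incubation; Benchmarks: plate control and blank wells.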
zVAD death inh: L929 zVAD cell death inhibition | L929 zVAD necroptosis rescue, ATP luminescence, 24 h; with zVAD 60 µM | viability rescue, % at 10 µM | hit rate 0.38% among 220,000 | AID 1377;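 active = activation, scaled between plate controls, above about 75%, limit read from the data; inactive = activation under that limit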;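 note: 0% = zVAD with DMSO and 100% = DMSO alone without zVAD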
EBV gp42 inh: inhibitors of Epstein-Barr virus glycoprotein 42 | Q1HVG2 | Fluorescence polarization binding assay, mP read-out | inhibition, % (tested at 21.74 µM) | hit rate 0.42% among 220,000; in the data active = inhibition above about 50%
Target sequence (Q1HVG2 whole entry, looked up): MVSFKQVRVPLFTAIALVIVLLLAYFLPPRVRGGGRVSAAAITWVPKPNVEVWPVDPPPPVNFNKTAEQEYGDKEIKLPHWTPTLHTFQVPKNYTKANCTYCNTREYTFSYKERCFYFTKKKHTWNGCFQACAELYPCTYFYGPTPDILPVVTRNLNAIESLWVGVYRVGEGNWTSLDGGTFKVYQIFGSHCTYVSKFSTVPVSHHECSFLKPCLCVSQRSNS
Hck-Nef inh: human Hck-Nef kinase inhibition; P08631; Recombinant Hck-YEEI plus Nef, Z-Lyte FRET kinase assay; inhibition, % at 20 µM; hit rate 0.68% among 220,000; AID 463187;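 active = Hck-Nef kinase inhibition above about 50%, limit read from the data; inactive = inhibition below that limit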;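 note: 0% = DMSO with Hck plus Nef and 100% = Hck alone without Nef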
Target sequence (P08631 whole entry, looked up): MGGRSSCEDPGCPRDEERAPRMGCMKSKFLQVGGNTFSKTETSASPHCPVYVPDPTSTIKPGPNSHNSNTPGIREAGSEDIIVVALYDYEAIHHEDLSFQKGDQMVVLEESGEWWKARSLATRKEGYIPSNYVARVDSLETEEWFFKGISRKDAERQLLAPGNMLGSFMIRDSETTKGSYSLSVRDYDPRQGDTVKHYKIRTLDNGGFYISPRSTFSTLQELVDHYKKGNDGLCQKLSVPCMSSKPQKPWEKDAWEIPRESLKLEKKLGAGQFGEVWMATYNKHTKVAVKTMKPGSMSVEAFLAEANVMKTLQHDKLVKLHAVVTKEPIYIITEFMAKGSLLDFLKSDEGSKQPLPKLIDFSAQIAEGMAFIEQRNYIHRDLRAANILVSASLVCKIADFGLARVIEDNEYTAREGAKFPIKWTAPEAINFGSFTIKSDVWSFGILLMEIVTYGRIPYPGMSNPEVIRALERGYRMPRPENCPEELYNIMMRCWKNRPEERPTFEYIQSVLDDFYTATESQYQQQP
p47phox inh: inhibitors of human p47phox binding | inhibition, % at 24.7 µM | hit rate 0.53% among 220,000 | p47phox/p22phox peptide binding, fluorescence polarization, 2 h | AID 1274;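 active = inhibition above about 30%, limit read from the data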;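 note: 0% = p47phox with labelled peptide and 100% = labelled peptide alone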
Numbers without * were called inactive; [ ] = another dose, or the depositor's remark. Not a hit list; overall some 3.2% were active at least once.

For Cc1ccc(C23OC(=O)C(C)(C)C2OC(=O)C3(C)C)cc1 (stereo not given) the results were Runt-CBFb FRET -2, Runt-SMMHC FRET -1, Tb hexokinase 5, 14-3-3 Bad PPI -4, MDM2 E3 inh -33, zVAD death inh -0.3, EBV gp42 inh -13, Hck-Nef inh 1 and p47phox inh -23.
`CC1CCN(C(=O)COC(=O)CCc2c[nH]c3ccccc23)CC1` gave Runt-CBFb FRET 0, Runt-SMMHC FRET -3, Tb hexokinase -1, 14-3-3 Bad PPI -2, MDM2 E3 inh -8, zVAD death inh 0.6, EBV gp42 inh 0, Hck-Nef inh 6 and p47phox inh 3.
For CC1(C)CC(=O)C2=C(C1)OC(N)=C(C#N)C21CCN(C(=O)OCc2ccccc2)CC1 the results were Runt-CBFb FRET 1, Runt-SMMHC FRET 0, Tb hexokinase -4, 14-3-3 Bad PPI -8, MDM2 E3 inh 3, zVAD death inh 1.9, EBV gp42 inh -2, Hck-Nef inh 7 and p47phox inh -22.
`NC(=O)C1CCN(C(=O)/C=C/c2cccc(Br)c2)CC1` gave Runt-CBFb FRET 1, Runt-SMMHC FRET -1, Tb hexokinase -2, 14-3-3 Bad PPI 4, MDM2 E3 inh -10, zVAD death inh -0.1, EBV gp42 inh -12, Hck-Nef inh 9 and p47phox inh 20.
`Cc1cc(S(=O)(=O)N2CCCC2)ccc1OCC(=O)NC1CCCC1` gave Runt-CBFb FRET -1, Runt-SMMHC FRET 4, Tb hexokinase -5, 14-3-3 Bad PPI 2, MDM2 E3 inh -17, zVAD death inh -0.8, EBV gp42 inh 6, Hck-Nef inh -7 and p47phox inh 7.
`CS(=O)(=O)N(Cc1ccco1)CC(O)Cn1c2ccccc2c2ccccc21` (stereo not given) gave Runt-CBFb FRET 0, Runt-SMMHC FRET 11, Tb hexokinase -11, 14-3-3 Bad PPI 3, MDM2 E3 inh -14, zVAD death inh 0.0, EBV gp42 inh 1, Hck-Nef inh -1 and p47phox inh -16.
For Cc1nc2ccc(-n3ccc(=O)cc3)cc2s1 the results were Runt-CBFb FRET -2, Runt-SMMHC FRET -1, Tb hexokinase 2, 14-3-3 Bad PPI -6, MDM2 E3 inh -15, zVAD death inh 1.0, EBV gp42 inh 2, Hck-Nef inh 1 and p47phox inh -4.
Screening Cc1ccc(S(=O)(=O)N(C)CCCC(=O)NCc2ccc3c(c2)OCO3)cc1 returned Runt-CBFb FRET 0, Runt-SMMHC FRET -4, Tb hexokinase 10, 14-3-3 Bad PPI 20, MDM2 E3 inh -11, zVAD death inh -1.3, EBV gp42 inh -50, Hck-Nef inh 13 and p47phox inh -2.
For O=C(CCCN1C(=O)/C(=C/c2cccs2)SC1=S)Nc1cccnc1 the results were Tb hexokinase -3, 14-3-3 Bad PPI -10, MDM2 E3 inh -12, zVAD death inh 0.7, EBV gp42 inh -5, Hck-Nef inh 17 and p47phox inh -42.
Screening CCOc1ccccc1N1CCN(S(=O)(=O)c2cccc3nsnc23)CC1 returned Runt-CBFb FRET -1, Runt-SMMHC FRET -3, Tb hexokinase 2, 14-3-3 Bad PPI 2, MDM2 E3 inh -20, zVAD death inh -0.2, EBV gp42 inh -3, Hck-Nef inh -12 and p47phox inh -2.
COc1ccc(S(=O)(=O)CCC(=O)O)cc1 was read as Runt-CBFb FRET -1, Runt-SMMHC FRET 1, Tb hexokinase 3, 14-3-3 Bad PPI 6[fluorescence artefact?], MDM2 E3 inh -13, zVAD death inh 0.6, EBV gp42 inh -22, Hck-Nef inh 1 and p47phox inh -11.
For COc1ccc(NC(=O)C2C3C=CC(C3)C2C(=O)NCc2ccco2)cc1 (stereo not given) the results were Runt-CBFb FRET 0, Runt-SMMHC FRET 1, Tb hexokinase -1, 14-3-3 Bad PPI -8, MDM2 E3 inh -6, zVAD death inh -0.1, EBV gp42 inh 2, Hck-Nef inh 0 and p47phox inh -6.
`O=C(NCCOc1ccccc1F)c1cc(F)c(F)cc1Cl` gave Runt-CBFb FRET 0, Runt-SMMHC FRET 4, Tb hexokinase -5, 14-3-3 Bad PPI 1[fluorescence artefact?], MDM2 E3 inh -50, zVAD death inh -0.2, EBV gp42 inh -8, Hck-Nef inh 2 and p47phox inh -8.
COc1ccc(Cn2nnnc2C(c2cccs2)N2CCCCCC2)cc1 (stereo not given) was read as Runt-CBFb FRET -1, Runt-SMMHC FRET -7, Tb hexokinase -4, 14-3-3 Bad PPI -14, MDM2 E3 inh 2, zVAD death inh -0.3, EBV gp42 inh -1, Hck-Nef inh 1 and p47phox inh -14.
For CCN(CC(=O)NCc1ccc(F)cc1)Cc1nc2cc(Cl)ccc2c(=O)[nH]1 the results were Runt-CBFb FRET 2, Runt-SMMHC FRET -6, Tb hexokinase -6, 14-3-3 Bad PPI -8[fluorescence artefact?], MDM2 E3 inh -23, zVAD death inh -0.1, EBV gp42 inh -9, Hck-Nef inh -2 and p47phox inh -13.
Screening O=C(NCCCCc1ccccc1)C1CC(c2ccccc2C(F)(F)F)=NO1 (stereo not given) returned Runt-CBFb FRET 0, Runt-SMMHC FRET -1, Tb hexokinase -10, 14-3-3 Bad PPI -1, MDM2 E3 inh 14, zVAD death inh -0.3, EBV gp42 inh -10, Hck-Nef inh 31 and p47phox inh -19.
For CCOC(=O)/C=C1/N(C)c2ccccc2C1(C)C the results were Runt-CBFb FRET 0, Runt-SMMHC FRET 1, Tb hexokinase -27, 14-3-3 Bad PPI 3, zVAD death inh -0.4, EBV gp42 inh -8, Hck-Nef inh 28 and p47phox inh -3.
For Cn1c(CSc2ncccn2)nnc1SCC(=O)N1CCCCC1 the results were Runt-CBFb FRET 0, Runt-SMMHC FRET 0, Tb hexokinase -7, 14-3-3 Bad PPI -5, MDM2 E3 inh -7, zVAD death inh 0.9, EBV gp42 inh -19, Hck-Nef inh -1 and p47phox inh -5.
For COc1cc2c(cc1OC)C1=NC(=O)CN1C(SCc1ccccc1C)=N2 the results were Runt-CBFb FRET -2, Runt-SMMHC FRET 3, Tb hexokinase -18, 14-3-3 Bad PPI -7, MDM2 E3 inh 9, zVAD death inh 0.1, EBV gp42 inh 3, Hck-Nef inh -1 and p47phox inh -19.
CCCCCCNc1cc(C)oc(=O)c1C(C)=O was read as Runt-CBFb FRET -3, Runt-SMMHC FRET 5, Tb hexokinase 3, 14-3-3 Bad PPI -1[fluorescence artefact?], MDM2 E3 inh -1, EBV gp42 inh -15, Hck-Nef inh 0 and p47phox inh -11.
`CN=c1scc(-c2cccs2)n1/N=C/c1ccc(O)c(O)c1O` gave Runt-CBFb FRET 36, Runt-SMMHC FRET 20, Tb hexokinase 1, 14-3-3 Bad PPI 3, MDM2 E3 inh -40, zVAD death inh 0.0, EBV gp42 inh 2, Hck-Nef inh 16 and p47phox inh 0.
Screening O=C(NCCc1ccccc1)c1cc(=O)c2ccccc2o1 returned Runt-CBFb FRET 0, Runt-SMMHC FRET -5, Tb hexokinase 5, 14-3-3 Bad PPI 4, MDM2 E3 inh -25, zVAD death inh 0.1, EBV gp42 inh 6, Hck-Nef inh -6 and p47phox inh 4.
Screening NS(=O)(=O)c1ccc(CNC(=O)NC2(c3ccccc3)CC2)cc1 returned Runt-CBFb FRET 1, Runt-SMMHC FRET -2, Tb hexokinase -6, 14-3-3 Bad PPI -8[fluorescence artefact?], MDM2 E3 inh -33, zVAD death inh -0.7, EBV gp42 inh -4, Hck-Nef inh 0 and p47phox inh -9.
`O=C(NCCC1CC1(Cl)Cl)Nc1ccccc1` (stereo not given) gave Runt-CBFb FRET 1, Runt-SMMHC FRET 0, Tb hexokinase -5, 14-3-3 Bad PPI 3, MDM2 E3 inh -4, zVAD death inh 3.6, EBV gp42 inh 1, Hck-Nef inh 11 and p47phox inh 4.
For Cc1ccc(N(CC(O)CN2CCOCC2)S(=O)(=O)c2ccc3ccccc3c2)cc1 (stereo not given) the results were Runt-CBFb FRET -1, Runt-SMMHC FRET 1, Tb hexokinase 2, 14-3-3 Bad PPI 9, MDM2 E3 inh -2, zVAD death inh -0.5, EBV gp42 inh 3, Hck-Nef inh 0 and p47phox inh 3.
For O=C1C(=O)c2ccc(-c3ccccc3)cc2-c2ccccc21 the results were Runt-CBFb FRET -4, Runt-SMMHC FRET -6, Tb hexokinase -7, 14-3-3 Bad PPI 15, zVAD death inh -4.5, EBV gp42 inh -12, Hck-Nef inh 1 and p47phox inh 6.
For CCCOC(=O)c1ccc(Oc2c(-c3ccc(OCC)cc3O)n[nH]c2C)cc1 the results were Runt-CBFb FRET 1, Runt-SMMHC FRET -3, Tb hexokinase 11, 14-3-3 Bad PPI 1, MDM2 E3 inh -11, zVAD death inh -0.2, EBV gp42 inh -3, Hck-Nef inh -1 and p47phox inh 1.
O=C(CC1C(=O)NCCN1CC(c1ccccc1)c1ccccc1)NC1CC1 (stereo not given) was read as Runt-CBFb FRET 1, Runt-SMMHC FRET -4, Tb hexokinase -7, 14-3-3 Bad PPI -15, MDM2 E3 inh -5, zVAD death inh 0.5, EBV gp42 inh -4, Hck-Nef inh 2 and p47phox inh 17.
For CN(C)c1ccc(N=c2sc3ccccc3n2C)cc1 the results were Runt-CBFb FRET 12, Runt-SMMHC FRET 11, Tb hexokinase -12, 14-3-3 Bad PPI 28[fluorescence artefact?], MDM2 E3 inh -16, zVAD death inh 0.7, EBV gp42 inh -41, Hck-Nef inh -24 and p47phox inh -2.
Screening Fc1cccc(F)c1/C=C/c1ccc2ccccc2n1 returned Runt-CBFb FRET 8, Runt-SMMHC FRET 12, Tb hexokinase -12, 14-3-3 Bad PPI 14, MDM2 E3 inh -52, zVAD death inh -0.4, EBV gp42 inh 0, Hck-Nef inh -1 and p47phox inh -20.
`COC(=O)c1ccc(NC(=S)NNC(=O)CC(C)C)cc1` gave Runt-CBFb FRET 6, Runt-SMMHC FRET 1, Tb hexokinase -14, 14-3-3 Bad PPI -4[fluorescence artefact?], MDM2 E3 inh 7, zVAD death inh 0.4, EBV gp42 inh -14, Hck-Nef inh 3 and p47phox inh -10.
For CC(=O)n1c(C=Nc2ccccc2)c(O)c2ccccc21 the results were Runt-CBFb FRET 1, Runt-SMMHC FRET 4, Tb hexokinase -14, 14-3-3 Bad PPI -10, MDM2 E3 inh -26, zVAD death inh 1.0, EBV gp42 inh -23, Hck-Nef inh -47 and p47phox inh -7.
For CC(C)C(=O)Nc1ccc(C(=O)NNC(=O)CCc2ccccc2)cc1 the results were Runt-CBFb FRET 0, Runt-SMMHC FRET 0, Tb hexokinase 1, 14-3-3 Bad PPI 0, zVAD death inh 1.0, EBV gp42 inh -6, Hck-Nef inh 0 and p47phox inh -5.
`O=C1C(Cl)=C(N2CCOCC2)C(=O)N1CCc1ccccc1` gave Runt-CBFb FRET -7, Runt-SMMHC FRET -15, Tb hexokinase 4, 14-3-3 Bad PPI -14, MDM2 E3 inh -23, zVAD death inh 0.1, EBV gp42 inh -5, Hck-Nef inh 1 and p47phox inh 2.
